DT40 TDP1 no CPT – qHTS for Inhibitors of human tyrosyl-DNA phosphodiesterase 1 (TDP1): qHTS in cells in absence of CPT | DT40 Tdp1-/- hTDP1 cells, no CPT, ATP luminescence, 48 h | Potency, µM (titrated, usually from 46.2 µM), inactives show top-dose activity change, negative = growth inhibition, actives largely listed as inhibitors | 420,000 tested, 15% active; also: nearly all actives have a fitted effect of over 55% in size
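DT40 Tdp1-/-;hTDP1 cells, no CPT (DMSO vehicle only), 400 cells/well; compounds pin-transferred; ≥48 hr, 37 °C; CellTiter-Glo 30 min RT dark, luminescence read.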
TDP1 cell CPT – qHTS for Inhibitors of human tyrosyl-DNA phosphodiesterase 1 (TDP1): qHTS in cells in presence of CPT. chicken DT40 Tdp1-/-;hTDP1 cells + 20 nM CPT, ATP luminescence, 48 h. 420,000 tested, 12% active. Potency, µM (highest dose often 46.2 µM), without a hit: at the highest dose activity change, negative = growth inhibition, hits mostly inhibitors; also: nearly all actives have a fitted effect of over 55% in size
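Cell growth measured by CellTiter-Glo luminescence after a minimum 48 h, 37 C compound exposure with 20 nM CPT in Tdp1-knockout DT40 cells stably expressing hTDP1, seeded 400/well; qHTS titration format.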
TDP1 inh – qHTS Assay for Inhibitors of Tyrosyl-DNA Phosphodiesterase (TDP1); Tyrosyl-DNA phosphodiesterase 1 (Homo sapiens), Q9NUW8; recombinant TDP1, AlphaScreen DNA substrate cleavage; Potency, µM (doses to about 130 µM), for inactives: at the top dose activity change, negative = inhibition, most hits filed as inhibitors; 350,000 tested, 0.28% active; also: nearly all actives have a fitted effect of over 40% in size
Target sequence (Q9NUW8 whole entry, looked up): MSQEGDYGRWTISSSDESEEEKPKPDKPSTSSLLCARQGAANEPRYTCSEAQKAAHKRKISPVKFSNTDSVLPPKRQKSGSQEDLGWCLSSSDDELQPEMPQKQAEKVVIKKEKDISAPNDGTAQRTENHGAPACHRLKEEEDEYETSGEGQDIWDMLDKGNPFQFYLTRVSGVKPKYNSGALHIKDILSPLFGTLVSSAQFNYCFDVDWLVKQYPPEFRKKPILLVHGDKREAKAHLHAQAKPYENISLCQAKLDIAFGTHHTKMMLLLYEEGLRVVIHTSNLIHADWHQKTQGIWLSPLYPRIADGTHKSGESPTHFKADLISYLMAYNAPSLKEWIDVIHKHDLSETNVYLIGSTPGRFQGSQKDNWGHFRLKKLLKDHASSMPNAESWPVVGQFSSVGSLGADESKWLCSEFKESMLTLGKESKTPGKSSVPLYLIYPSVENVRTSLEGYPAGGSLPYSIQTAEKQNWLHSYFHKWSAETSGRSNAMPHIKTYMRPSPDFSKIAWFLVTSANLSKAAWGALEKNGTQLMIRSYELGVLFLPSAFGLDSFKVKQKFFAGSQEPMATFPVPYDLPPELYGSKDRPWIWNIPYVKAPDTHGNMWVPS
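AlphaScreen read-out: signal falls as enzyme removes the 3' tyrosine-FITC from a 5'-biotinylated DNA oligo (15 nM, 5 min, RT). Enzyme was E. coli-made recombinant Tdp1 at 1 nM, exposed to compound for 15 min beforehand; beads 10 ug/ml, 10 min.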
An asterisk follows results filed as active; ? = inconclusive; / = no result given; [ ] = dose if it differs, or a comment. Calls follow the shape of the dose curve; as a rule, active = well fitted curve in the direction sought with a large enough effect; inconclusive = small, poorly fitted or top-dose-only effect, or another doubt; inactive = no such curve, though single readings can be large; an effect the other way counts as inactive or inconclusive. % is scaled to controls: 0 for no effect and ±100 for the full control effect; potency is read from the fitted curve at half-maximal effect.

1) Nc1ccc(C(=O)NN2C(=O)[C@H](Cl)C2c2ccc(Cl)cc2)cc1 (stereo not given in full)
2) COc1ccc(-n2ncc3c2ncn2nc(-c4ccc(Cl)cc4Cl)nc32)cc1
3) COc1cccc(C(=O)Nc2nnc(S(=O)(=O)N3CCCCC3)s2)c1
4) COc1ccccc1C1CCN(C(=O)c2cccs2)CC1
5) CCn1c(=O)c(C(=O)CN2CCOCC2)c(N)n(Cc2ccccc2)c1=O
6) CCCCC1CCC(C(=O)N2CC(=O)Nc3ccc(Cl)cc3C2c2ccc(F)cc2)CC1 (stereo not given)
7) Cc1nc2ccc(S(=O)(=O)N(C)CC(=O)NCCc3ccccc3)cc2s1
8) O=C(CN(c1cccc(C(F)(F)F)c1)S(=O)(=O)c1ccc(Cl)c([N+](=O)[O-])c1)NCc1ccccc1
compound no. | 1 | 2 | 3 | 4 | 5 | 6 | 7 | 8
DT40 TDP1 no CPT | 3.7µM* | -12% | ? | -19% | 1% | ? | -7% | ?
TDP1 cell CPT | 3.7µM* | 13% | ? | -11% | -4% | ? | -10% | -23%
TDP1 inh | / | 10% | / | 7% | 5% | 9% | 1% | 6%

Taken from above:
entry 8 in TDP1 cell CPT shows -23%
entry 4 in DT40 TDP1 no CPT shows -19%
entry 6 in TDP1 inh shows 9%

Among those listed so far, 2 have fluorine.
6) CCCCC1CCC(C(=O)N2CC(=O)Nc3ccc(Cl)cc3C2c2ccc(F)cc2)CC1 (stereo not given)
8) O=C(CN(c1cccc(C(F)(F)F)c1)S(=O)(=O)c1ccc(Cl)c([N+](=O)[O-])c1)NCc1ccccc1
compound no. | 6 | 8
DT40 TDP1 no CPT | ? | ?
TDP1 cell CPT | ? | -23%
TDP1 inh | 9% | 6%

Next results.
9) CCOc1ccccc1NC(=O)Cn1c(=O)n(-c2ccc(OC)cc2OC)c(=O)c2c(C)c(C(=O)N(CC)CC)sc21
10) CC(=O)OC1CC(C)(C)N(OC(=O)c2ccc(N)cc2)C(C)(C)C1
11) COC(=O)C1=C(O)/C(=C\c2ccc(OCC(=O)Nc3ccccc3)cc2)N=C1C
12) COc1cccc(N(CC(=O)NCCSc2ccccn2)S(C)(=O)=O)c1
13) COc1ccc(NC(=O)Cn2cnc3c(oc4nc5c(cc43)COC(C)(C)C5)c2=O)cc1
14) Cc1ccccc1S(=O)(=O)NC(=O)C1(C)CCN1C(=O)C1(c2ccccc2)CC1 (stereo not given)
15) C[N+](C)(C)CCCCCC(=O)/C=N/O
16) O=C(c1ccc2ccccc2n1)N1CCN(S(=O)(=O)c2ccc(Cl)cc2)CC1
compound no. | 9 | 10 | 11 | 12 | 13 | 14 | 15 | 16
DT40 TDP1 no CPT | 0% | -20% | 2% | -13% | 0% | 0% | 3% | ?
TDP1 cell CPT | -1% | ? | -3% | -11% | 13% | 4% | 8% | ?
TDP1 inh | -1% | -9% | 0% | 2% | -2% | / | -3% | 3%

Six records picked at random from the list so far, as already listed:
11) COC(=O)C1=C(O)/C(=C\c2ccc(OCC(=O)Nc3ccccc3)cc2)N=C1C
14) Cc1ccccc1S(=O)(=O)NC(=O)C1(C)CCN1C(=O)C1(c2ccccc2)CC1 (stereo not given)
9) CCOc1ccccc1NC(=O)Cn1c(=O)n(-c2ccc(OC)cc2OC)c(=O)c2c(C)c(C(=O)N(CC)CC)sc21
15) C[N+](C)(C)CCCCCC(=O)/C=N/O
13) COc1ccc(NC(=O)Cn2cnc3c(oc4nc5c(cc43)COC(C)(C)C5)c2=O)cc1
12) COc1cccc(N(CC(=O)NCCSc2ccccn2)S(C)(=O)=O)c1
compound no. | 11 | 14 | 9 | 15 | 13 | 12
DT40 TDP1 no CPT | 2% | 0% | 0% | 3% | 0% | -13%
TDP1 cell CPT | -3% | 4% | -1% | 8% | 13% | -11%
TDP1 inh | 0% | / | -1% | -3% | -2% | 2%

Carrying on:
17) COc1ccc2nc(NC(=O)C(NS(=O)(=O)c3cccc4nsnc34)C(C)C)sc2c1 (stereo not given)
18) C/C(Cc1ccccc1)=N\NC(=O)c1ccc(F)cc1
19) CC1CCCC(C)N1C(=O)CSc1nc(N)cc(N)n1 (stereo not given)
20) CN(Cc1ccccc1)C(=O)c1ccccc1NC(=O)C1CC1
21) CC(=O)c1ccc(N2Cc3ccccc3/C2=N\C(=O)Nc2ccccc2)cc1
22) O=C(CSc1nnc(-c2ccc(S(=O)(=O)N3CCCC3)cc2)n1CC1CCCO1)NC1CC1 (stereo not given)
23) CC(=O)Oc1cccc(N2C(=O)c3ccc(C(=O)Nc4cccnc4)cc3C2=O)c1
24) CC(C)(C)OC(=O)C[C@@H]1C/C=C\C[C@@H](CC(=O)N(CCO)Cc2ccccc2)C(=O)N[C@H](Cc2ccccc2)COC1=O
compound no. | 17 | 18 | 19 | 20 | 21 | 22 | 23 | 24
DT40 TDP1 no CPT | ? | 22% | ? | 7% | -26% | 1% | 10% | ?
TDP1 cell CPT | -18% | 2% | -5% | 8% | -13% | -7% | 6% | ?
TDP1 inh | 3% | 5% | 2%[0.0935 µM] | -3% | 2% | 5% | 4% | 1%

25) COc1ccc(C2CC(c3ccccc3)=NN2c2ccc(S(N)(=O)=O)cc2)cc1OC (stereo not given)
26) C=CCC(=O)N1CCCC(CCC(=O)NCc2ccccc2F)C1 (stereo not given)
27) COc1ccc(C2C(C#N)=C(N)OC3=C2C(=O)CC(C)(C)C3)cc1 (stereo not given)
28) O=C(NCc1cccc(F)c1F)C1CCC(=O)N(C2CCCCCC2)C1 (stereo not given)
29) COc1ccc(CNC(=O)Cn2nc(C)c3c(C)n(-c4ccc(C)cc4)nc3c2=O)cc1OC
30) CC(=O)N1CCN(c2ccc(NCc3ccc4c(c3)OCO4)cc2)CC1
31) CCN1C(=O)N[C@@H](CCc2ccccc2)[C@H](C(C)=O)[C@H]1C
32) Cc1ccc(S(=O)(=O)Cc2ccc(C(=O)NC3CCCC3)o2)cc1
compound no. | 25 | 26 | 27 | 28 | 29 | 30 | 31 | 32
DT40 TDP1 no CPT | ? | -22% | 0% | 3% | -9% | -15% | 5% | 7%
TDP1 cell CPT | ? | 2% | 4% | -3% | -26% | -27% | 0% | 12%
TDP1 inh | 6% | 9% | 4% | 2% | / | 13% | 5%[21 µM] | -8%

33) Cn1nc(C(=O)N2CCCCC2)c2c1-c1ccccc1S(=O)(=O)C2
34) CN(CC(=O)Nc1ccccc1Cl)C(=O)COC(=O)C1CCN(c2ccc(C(F)(F)F)cn2)CC1
35) COc1ccccc1C(=O)Nc1nc2ccc(S(=O)(=O)N3CCCC3)cc2s1
36) Cc1cc(C)cc(Nc2cnn(C34CC5CC(CC(CC(=O)O)(C5)C3)C4)c(=O)c2Cl)c1
37) Cc1cc(C)c(NC(=O)c2ccc3nccnc3c2)c(C)c1
38) CC(C)c1ccc(CNn2cnnc2)cc1
39) C[C@@H]1CN([C@H](C)CO)C(=O)CCCn2nncc2CO[C@H]1CN(C)Cc1ccc2c(c1)OCCO2
40) CN1C(C(=O)Nc2ccccn2)=C(O)c2sc(Cl)cc2S1(=O)=O
compound no. | 33 | 34 | 35 | 36 | 37 | 38 | 39 | 40
DT40 TDP1 no CPT | 28% | ? | -25% | -1% | ? | ? | ? | -4%
TDP1 cell CPT | -1% | -21% | -2% | -3% | ? | -4% | 6% | 17%
TDP1 inh | 2% | / | 0% | 0% | -4% | / | / | /

41) Cc1nc2ccccc2c(=O)n1/N=C/c1ccco1
42) COc1ccc(OCC(=O)OCC(=O)NCc2ccc(F)cc2)cc1
43) CCOC(=O)C1(CCCc2ccccc2)CCN(C(=O)COC)CC1
44) CCCS(=O)(=O)NC(=O)C1(C)CCCN(C(=O)c2ccc(SC(F)(F)F)cc2)C1 (stereo not given)
45) O=C(CNC(=O)c1ccccc1F)OCc1cc(=O)n2nc(C3CCCCC3)sc2n1
46) Cc1nn(Cc2ccc(Cl)cc2)c(C)c1NC(=O)c1ccc([N+](=O)[O-])cc1
47) Cc1cc(C(=O)COC(=O)C2CC2)c(C)n1-c1ccc(F)cc1
48) Cc1ccccc1NC(=S)Nc1ccc2cn[nH]c2c1
compound no. | 41 | 42 | 43 | 44 | 45 | 46 | 47 | 48
DT40 TDP1 no CPT | -2% | -3% | -5% | 2% | 5% | ? | ? | -11%
TDP1 cell CPT | -17% | 2% | ? | 3% | ? | 1% | -3% | -5%
TDP1 inh | 8% | 5% | 3% | / | 5% | 5% | 2% | -1%

The final 3 records of the section before lead into the next.
Every second line gives: DT40 TDP1 no CPT	TDP1 cell CPT	TDP1 inh
46) Cc1nn(Cc2ccc(Cl)cc2)c(C)c1NC(=O)c1ccc([N+](=O)[O-])cc1
  ?	1%	5%
47) Cc1cc(C(=O)COC(=O)C2CC2)c(C)n1-c1ccc(F)cc1
  ?	-3%	2%
48) Cc1ccccc1NC(=S)Nc1ccc2cn[nH]c2c1
  -11%	-5%	-1%
49) CC1CCCCC1NC(=O)/C(C#N)=C/c1ccccc1F (stereo not given)
  -100%	-104%	4%
50) Cc1ccc(C(=O)OCn2ncc(Cl)c(Cl)c2=O)cc1
  2.6µM*	1.8µM*	-4%
51) O=C(NCCc1c[nH]c2ccccc12)c1cc2sccc2n1Cc1ccccc1
  21µM*	23µM*	8%
52) COc1ccc(-n2c(SCC(=O)N3CCCCC3)nc3ccccc3c2=O)cc1
  ?	-22%	/
53) COc1ccc(C2CC(=O)C3=C(C2)Nc2ccccc2N(C(=O)CCC(=O)O)C3c2ccc(F)cc2)cc1 (stereo not given)
  28%	?	0%
54) O=C(CCl)NCc1cc(-c2ccc(Cl)cc2)no1
  18µM*	10µM*	6%
55) CC(C)C(NC(=O)c1ccc(C(C)(C)C)cc1)C(=O)N1CCCC1 (stereo not given)
  ?	?	0%
56) CCc1ccc(S(=O)(=O)c2nnn3c2nc(NC(C)C)c2sccc23)cc1
  ?	21µM*	0%
57) Cc1ccc(C(=O)C[n+]2ccc3ccccc3c2)cc1
  15µM*	?	2%
58) OC(c1cccnc1)c1cccs1 (stereo not given)
  0%	-8%	2%
59) CCOC(=O)/C(C#N)=C1/SC(CC)C(=O)N1c1ccc(C)cc1 (stereo not given)
  -4%	1%	-1%
60) CCc1cc(=O)oc2cc(C)cc(OCC(=O)NC3CC3)c12
  -3%	-12%	1%
61) COC(=O)c1[nH]c(C)c(/C(O)=C2\C(=O)C(=O)N(CCN(C)C)C2c2ccco2)c1C (stereo not given)
  -27%	-1%	-10%
62) CCOc1ccc(NC(=O)NC2CCS(=O)(=O)C2)cc1 (stereo not given)
  3%	23%	/
63) C/C(=N\OCC(=O)N/N=C/c1ccc(C)cc1O)c1cccs1
  4.1µM*	4.6µM*	8%
64) CC(C)CC(=O)Nc1nnc(S(=O)(=O)N(CC(C)C)c2ccccc2)s1
  ?	?	1%
65) S=c1[nH]nc(Cn2nnc3ccccc32)n1-c1ccccc1
  -13%	2%	/
66) COc1cc(NC(=O)CCc2nnc3ccc(NCc4ccco4)nn23)cc(OC)c1
  5%	-4%	4%
67) CCSc1oc(-c2ccco2)nc1S(=O)(=O)c1ccc(C)cc1
  ?	-14%	1%
68) CSc1nncn1/N=C/c1ccc([N+](=O)[O-])cc1
  8%	-1%	0%
69) S=c1[nH]c(-c2ccccc2)cn1/N=C/c1cccnc1
  -4%	0%	2%
70) CCOC(=O)c1cc2c(=O)n3ccccc3nc2n(CCOC)c1=NC(=O)c1c(-c2ccccc2Cl)noc1C
  1%	-3%	0%
71) CN(C)c1nc2ncn(Cc3ccccc3)c2c(=O)[nH]1
  28%	-2%	2%
72) COc1ccc(CNc2ncnc3onc(-c4ccc(F)cc4)c23)cc1
  29µM*	21µM*	3%
73) O=C(COC(=O)C1CCN(S(=O)(=O)c2cccc3cccnc23)CC1)c1ccc([N+](=O)[O-])cc1
  ?	?	9%
74) Cc1ccc(C(=O)Nc2ncc(Cc3ccccc3)s2)o1
  -10%	-23%	9%
75) O=C(CN1C(=O)NC2(CCCCC2)C1=O)Nc1cccc(S(=O)(=O)N2CCOCC2)c1
  4%	4%	1%
76) Cc1ccc(C(C)C)c(OCC(=O)Nn2c(C)nc3ccccc3c2=O)c1
  6.5µM*	-21%	6%
77) O=C(NCCN1CCC(n2c(=O)[nH]c3ccccc32)CC1)c1ccc(C(F)(F)F)cc1C(F)(F)F
  4.6µM*	5.8µM*	/
78) COc1cc(CC(=O)Nc2cccc(SC)c2)cc(OC)c1OC
  10µM*	?	1%
79) CC(C)N1CCc2c(sc(NC(=O)c3ccc(S(=O)(=O)N4CCCCC4C)cc3)c2C(N)=O)C1 (stereo not given)
  ?	?	4%

Source: PubChem
